Screening data from PubChem.
MC4R antagonist: blocks human MC4R cAMP signaling. MC4R-expressing cells, MTII-stimulated cAMP, LANCE TR-FRET. inhibition, % at 6.5 µM. 360,000 tested, 0.48% active. AID 540295;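 active means inhibition above its plate's cutoff, the mean of tested wells on that plate plus 3 SD, cut at about 29% in these data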;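 further: 0% = Melanotan II alone and 100% = Melanotan II plus saturating MCL0020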
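System – human MC4R-expressing U2OS cells · Also added – Melanotan II · Dosing – one concentration, 6.5 µM nominal · Timing – 30-min compound, 1-h challenge, 1-h detection, room temperature · Measured by – Eu-cAMP/anti-cAMP TR-FRET, emission 671 nm · Replicates – singlicate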
NR2F2 inh: blocks human COUP-TFII nuclear receptor | 370,000 tested, 0.7% active | HEK293T NGFI-A luciferase reporter, luminescence | inhibition, % at 8.6 µM | P24468;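 active means inhibition above a per-plate cutoff, mean inhibition of test wells between control levels plus 3 SD, cut at about 38% in these data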;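 further: cells cotransfected with COUP-TFII expression vector driving the NGFI-A reporter; 0% = median of COUP-TF2 test wells and 100% = reporter-only cells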
NCOA1 inh: inhibitors of human steroid receptor coactivator 1 (SRC1). Q15788. HEK293 GAL4-SRC1 luciferase reporter, luminescence. inhibition, % at 3.6 µM. 360,000 tested, 0.12% active;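 active means inhibition above the campaign mean plus 3 SD, with each screening campaign given its own cutoff, cut at about 60% in these data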;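 further: 0% = DMSO treated cells and 100% = gossypol at 36 µM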
NOD2 RIPK2 PPI: NOD2-RIPK2 protein interaction inhibition; O43353; CHO BLA complementation NOD2-RIPK2, CCF4 ratio; inhibition, % at 4.98 µM; 360,000 tested, 0.38% active; AID 624267; in the data active means inhibition above about 21%;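 further: 0% = vehicle only and 100% = reference blocker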
Target sequence (O43353 whole entry, looked up): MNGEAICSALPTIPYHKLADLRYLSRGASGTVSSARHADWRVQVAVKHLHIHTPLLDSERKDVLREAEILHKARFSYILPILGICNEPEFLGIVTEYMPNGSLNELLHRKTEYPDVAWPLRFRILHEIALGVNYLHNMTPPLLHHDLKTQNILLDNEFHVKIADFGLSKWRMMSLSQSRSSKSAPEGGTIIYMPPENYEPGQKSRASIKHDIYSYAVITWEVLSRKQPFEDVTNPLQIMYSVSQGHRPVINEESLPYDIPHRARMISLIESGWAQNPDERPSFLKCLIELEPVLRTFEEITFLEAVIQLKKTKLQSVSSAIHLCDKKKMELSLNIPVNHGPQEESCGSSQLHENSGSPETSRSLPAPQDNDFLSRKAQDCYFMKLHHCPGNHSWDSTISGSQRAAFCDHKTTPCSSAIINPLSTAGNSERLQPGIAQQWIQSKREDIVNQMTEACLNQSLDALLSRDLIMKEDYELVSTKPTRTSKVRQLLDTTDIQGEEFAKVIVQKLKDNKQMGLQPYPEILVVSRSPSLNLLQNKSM
EBV LMP1 NFkB: reduces LMP1-driven NF-kappaB luciferase signal | AID 504558 | inhibition, % at 12.5 µM | LMP1-induced NF-kappaB luciferase reporter cells, luminescence | 350,000 tested, 0.69% active; in the data active means inhibition above about 41%;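 further: 0% = neutral control wells and 100% = reference inhibitor control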
SRC2 inh: inhibits human steroid receptor coactivator 2 | inhibition, % at 9 µM | 370,000 tested, 0.17% active | HEK293 GAL4-SRC2 luciferase reporter, luminescence | Q15596;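 active means inhibition above the mean inhibition of all tested compounds plus 3 SD, set per campaign, cut at about 52% in these data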;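 further: 0% = DMSO treated cells and 100% = cells given Gossypol at 36 µM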
MC4R barr agon: human MC4R agonism via beta-arrestin; 360,000 tested, 0.98% active; U2OS MC4R beta-arrestin complementation, luminescence; percent of melanotan II response, DMSO zero; activation, % at 8.9 µM;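 active means activation above a per-plate cutoff, the mean activation of sample wells on that plate plus 3 SD, cut at about 8% in these data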
ABHD5 PLIN5 PPI: inhibitors of human ABHD5-perilipin-5 interaction | Q00G26+Q8WTS1 | Split G. princeps luciferase complementation, luminescence, 4 h | inhibition, % at 4 µM | 360,000 tested, 0.78% active | AID 602281;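 active means inhibition above the mean inhibition across every tested compound plus 3 SD, cut at about 22% in these data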;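 further: 0% = DMSO only wells and the 100% control is not disclosed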
NCOA3 inh: human NCOA3 inhibition. Q9Y6Q9. HEK293 GAL4-SRC3 luciferase reporter, luminescence. inhibition, % at 3.6 µM. 360,000 tested, 0.17% active. AID 588352;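 active means inhibition above a per-campaign cutoff, the mean of all compounds plus 3 SD, cut at about 60% in these data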;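 further: 0% = DMSO-treated cells and 100% = gossypol-treated cells at 36 µM; higher means less SRC3-driven luciferase light from the GAL4 reporter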
TLR9-MyD88 inh: inhibitors of human TLR9-MyD88 binding; Q9NR96+Q99836; CHO BLA complementation TLR9-MyD88, CCF4 FRET ratio; inhibition, % at 4.98 µM; 340,000 tested, 0.21% active;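 active means inhibition above the mean over all tested compounds plus 3 SD, cut at about 21% in these data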;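 further: 0% = DMSO only wells and 100% = clavulanate BLA inhibitor control wells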
LRH-1 inv ag: inverse agonists of human LRH-1 (NR5A2); O00482; HEK293T StAR-luciferase reporter, LRH-1 transfected, 24 h; inhibition, % at 3.6 µM; 360,000 tested, 0.13% active;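 active means inhibition above the mean inhibition of all tested compounds plus 3 SD, cut at about 73% in these data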;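 further: 0% = DMSO wells and 100% = reporter-only cells lacking LRH-1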
Target sequence (O00482 whole entry, looked up): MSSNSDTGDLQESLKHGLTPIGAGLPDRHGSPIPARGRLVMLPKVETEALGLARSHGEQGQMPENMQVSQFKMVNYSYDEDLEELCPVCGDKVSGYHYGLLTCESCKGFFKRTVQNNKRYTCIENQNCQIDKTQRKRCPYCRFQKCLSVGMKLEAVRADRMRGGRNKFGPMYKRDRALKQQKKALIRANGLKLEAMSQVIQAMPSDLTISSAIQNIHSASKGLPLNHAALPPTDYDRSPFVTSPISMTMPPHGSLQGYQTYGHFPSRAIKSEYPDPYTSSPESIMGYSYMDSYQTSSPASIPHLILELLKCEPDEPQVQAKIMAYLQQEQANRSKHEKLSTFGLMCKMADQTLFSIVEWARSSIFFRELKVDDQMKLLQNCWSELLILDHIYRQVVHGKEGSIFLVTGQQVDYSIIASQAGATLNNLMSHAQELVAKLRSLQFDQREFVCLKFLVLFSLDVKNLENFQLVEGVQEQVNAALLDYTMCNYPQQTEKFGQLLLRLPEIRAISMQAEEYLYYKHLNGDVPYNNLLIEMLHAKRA
* hit, by the source's call; . = no result given. Only part of the results is shown (hit frequency here may not be typical).

SMILES	MC4R antagonist	NR2F2 inh	NCOA1 inh	NOD2 RIPK2 PPI	EBV LMP1 NFkB	SRC2 inh	MC4R barr agon	ABHD5 PLIN5 PPI	NCOA3 inh	TLR9-MyD88 inh	LRH-1 inv ag
Cc1nc(N2CCN(S(=O)(=O)c3cccc4nonc34)CC2)c2c3c(sc2n1)CCCC3	10	0	1	-13	5	-12	2.4	-3	7	4	-1
O=C(CCS(=O)(=O)c1ccccc1)Nc1nc2c(s1)COc1ccccc1-2	7	-16	22	1	0	14	1.4	7	-3	-3	30
CCc1c(Cl)nc(N)nc1Nc1ccccc1Cl	13	3	14	5	5	17	0.7	-3	-1	-8	-6
CCn1c(NC(=O)c2ccccc2)nc2ccccc21	5	-14	-27	-14	-12	-37	0.1	2	-32	.	-27
Cc1ccc(/C=C(\NC(=O)c2ccc(C)cc2)C(=O)NCCCn2ccnc2)cc1	6	-1	-6	-11	1	1	1.2	-1	7	-5	-1
CCc1ccc(C(=O)CSc2nc(N)cc(=O)[nH]2)cc1	14	11	-40	-7	7	-7	-1.7	1	-11	5	-13
COC(=O)/C=C1\S/C(=N/N=C/c2ccc(Cl)cc2)NC1=O	7	9	-32	0	-10	11	-2.8	7	8	9	11
O=C(COc1ccccc1Cl)N1CCNC1=O	5	1	1	-1	-3	1	-3.8	-7	-10	8	15
CCC/C(C)=C/c1ccc(CC)cn1	-3	5	-25	-8	1	-5	-1.6	-6	-16	-5	-23
CCCNC(=O)N1CCC(n2nccc2NC(=O)CCOc2ccccc2)CC1	5	-13	-6	-27	-1	7	2.9	10	22	-9	16

An excerpt from above in order of count of non-hydrogen atoms, smallest number first:
SMILES	MC4R antagonist	NR2F2 inh	NCOA1 inh	NOD2 RIPK2 PPI	EBV LMP1 NFkB	SRC2 inh	MC4R barr agon	ABHD5 PLIN5 PPI	NCOA3 inh	TLR9-MyD88 inh	LRH-1 inv ag
CCc1c(Cl)nc(N)nc1Nc1ccccc1Cl	13	3	14	5	5	17	0.7	-3	-1	-8	-6
CCn1c(NC(=O)c2ccccc2)nc2ccccc21	5	-14	-27	-14	-12	-37	0.1	2	-32	.	-27
O=C(CCS(=O)(=O)c1ccccc1)Nc1nc2c(s1)COc1ccccc1-2	7	-16	22	1	0	14	1.4	7	-3	-3	30

(more compounds)
SMILES	MC4R antagonist	NR2F2 inh	NCOA1 inh	NOD2 RIPK2 PPI	EBV LMP1 NFkB	SRC2 inh	MC4R barr agon	ABHD5 PLIN5 PPI	NCOA3 inh	TLR9-MyD88 inh	LRH-1 inv ag
CC1(C(=O)NCc2cccs2)Cc2c(-c3cccc(C(F)(F)F)c3)ccnc2O1 (stereo not given)	-31	30	19	10	.	7	-1.3	-2	-6	.	4
O=C(CCC(=O)N1CCN(c2ccc(O)cc2)CC1)c1cccs1	1	-24	-19	4	-5	-4	-0.1	3	15	-4	-21
CC1CCN(C(=O)c2ccc(N3C(=O)c4ccccc4C3=O)cc2)CC1	0	-7	0	4	11	-18	-1.4	-11	4	-3	4
COC(=O)C1=C(C(=O)OC)C2C(C)=CC(C)=CN2C(C(=O)OC)=C1C(=O)OC (stereo not given)	7	9	2	8	-3	2	-0.2	-7	-15	-13	8
CCN(CC(=O)NCc1ccc(Cl)cc1)C(=O)COc1ccc(C)cc1C	6	-7	7	6	-3	3	-0.1	7	8	-5	3
COc1cccc(CNC(=O)CC2C(=O)NCCN2Cc2ccoc2)c1OC (stereo not given)	-5	4	-10	-6	-6	1	1.8	19	6	-6	-4
CC(C)(C)c1ccc(C(=O)N/C(=C\c2cccs2)C(=O)NCc2ccco2)cc1	-1	-11	1	-4	-6	22	1.3	0	8	-6	13
CC(C)n1c(-c2ccc(C(C)(C)C)cc2)n[nH]c1=S	3	33	2	-6	12	10	3.9	-17	-6	-6	-10
Clc1ccc(Nc2ncnc3c2cnn3-c2ccccc2)cc1	6	-7	-47	-1	-27	-16	3.6	-9	-57	-6	-31
Cc1ccc(NC(=O)C(=O)NCCOc2ccccc2Cl)cc1	1	8	-8	-2	2	-8	12*	5	-5	-3	-8

An excerpt of these results, with values ahead of the structure:
MC4R antagonist | NR2F2 inh | NCOA1 inh | NOD2 RIPK2 PPI | EBV LMP1 NFkB | SRC2 inh | MC4R barr agon | ABHD5 PLIN5 PPI | NCOA3 inh | TLR9-MyD88 inh | LRH-1 inv ag | smiles
7 | 9 | -32 | 0 | -10 | 11 | -2.8 | 7 | 8 | 9 | 11 | COC(=O)/C=C1\S/C(=N/N=C/c2ccc(Cl)cc2)NC1=O
10 | 0 | 1 | -13 | 5 | -12 | 2.4 | -3 | 7 | 4 | -1 | Cc1nc(N2CCN(S(=O)(=O)c3cccc4nonc34)CC2)c2c3c(sc2n1)CCCC3
3 | 33 | 2 | -6 | 12 | 10 | 3.9 | -17 | -6 | -6 | -10 | CC(C)n1c(-c2ccc(C(C)(C)C)cc2)n[nH]c1=S
7 | -16 | 22 | 1 | 0 | 14 | 1.4 | 7 | -3 | -3 | 30 | O=C(CCS(=O)(=O)c1ccccc1)Nc1nc2c(s1)COc1ccccc1-2
5 | -14 | -27 | -14 | -12 | -37 | 0.1 | 2 | -32 | . | -27 | CCn1c(NC(=O)c2ccccc2)nc2ccccc21
6 | -7 | -47 | -1 | -27 | -16 | 3.6 | -9 | -57 | -6 | -31 | Clc1ccc(Nc2ncnc3c2cnn3-c2ccccc2)cc1
-31 | 30 | 19 | 10 | . | 7 | -1.3 | -2 | -6 | . | 4 | CC1(C(=O)NCc2cccs2)Cc2c(-c3cccc(C(F)(F)F)c3)ccnc2O1 (stereo not given)

(further entries)
SMILES	MC4R antagonist	NR2F2 inh	NCOA1 inh	NOD2 RIPK2 PPI	EBV LMP1 NFkB	SRC2 inh	MC4R barr agon	ABHD5 PLIN5 PPI	NCOA3 inh	TLR9-MyD88 inh	LRH-1 inv ag
Cc1cccc(N=Nc2c(C)[nH]n(-c3ccccc3)c2=O)c1	0	4	-6	6	-21	-44	-1.1	0	-12	-6	8
CC(C(=O)Nc1cccnc1)N1C(=O)c2ccccc2C1=O (stereo not given)	6	-2	-1	3	-4	1	-0.1	12	9	-2	2
Cc1cccc(-n2nc3c(c2NC(=O)C(C)C)CS(=O)(=O)C3)c1C	6	6	2	8	3	-6	-1.7	4	2	0	12
Cc1cc(C)cc(C(=O)NCC(=O)OCc2nc(N)nc(Nc3ccccc3C)n2)c1	7	4	-27	4	0	-39	-4.3	-2	2	-4	15
CC(C)C(NS(=O)(=O)c1cccs1)C(=O)NCCN1CCN(c2ccccc2)CC1 (stereo not given)	5	.	3	1	-33	.	-0.2	5	-8	2	5
CCC(C)C(CO)NCCCn1ccc(NC(=O)OCc2ccccc2)nc1=O (stereo not given)	3	8	-13	-16	-3	-1	0.2	2	-7	-3	21
Cc1cc(C(=O)Nc2cccc(/C=C/C(=O)O)c2)c(C)o1	4	8	-17	6	4	19	0.9	4	4	1	-5
COc1ccc(C(CNS(=O)(=O)c2ccc(NC(C)=O)c(OC)c2)N2CCCCC2)cc1 (stereo not given)	-1	-7	-9	2	-5	-16	-0.9	14	-7	5	8
CC1CCCCC1NS(=O)(=O)c1ccc(-n2cnnn2)cc1 (stereo not given)	4	-10	12	-6	10	-12	0.5	2	19	3	7
CCCn1c(SCC(=O)NC2CCCCC2)nnc1C1CC1	2	-19	-4	-1	-9	3	-2.6	-3	3	-6	13
CC(=O)N1CCSc2ccc(S(=O)(=O)NCc3ccc(F)cc3)cc21	23	2	-7	-3	3	9	0.0	-2	7	-10	-2
COCCNC(=O)C1(C)CCCN(C(=O)c2cccc(Cl)c2)C1 (stereo not given)	3	-23	1	-14	.	-13	-0.3	-4	-21	.	-10
CCOC(=O)C(CC)Sc1nc2c(cnn2-c2ccc(F)cc2)c(=O)[nH]1 (stereo not given)	10	8	14	-17	9	-7	-1.2	2	-25	-3	-9
CCOC1=C2[C@@H](CN(S(=O)(=O)c3ccc(C)cc3)[C@H]2c2ccccc2)[C@H]2C(=O)N(c3ccccc3)C(=O)[C@H]2C1	.	-2	5	-12	.	-9	.	8	0	.	5
O=C(CCS(=O)CCC(=O)NCc1ccccc1)NCc1ccccc1	-4	13	6	-15	-4	0	2.5	2	6	8	11
COc1ccccc1NC(=S)NC(=O)c1ccc(-c2ccc(Cl)cc2)o1	13	-2	-3	-7	4	12	20*	1	7	2	-17
CCOC(=O)c1c(C)nsc1NC(=O)c1ccco1	10	2	-7	-6	-3	6	-1.2	0	5	-4	1
COc1cc(NC(=O)C2CC(=O)NC3=C2C(=O)CCC3)cc(OC)c1 (stereo not given)	-1	11	15	-2	-4	12	-2.4	3	2	0	-6
CNC(=O)Cn1nc(-c2ccc(C)c(S(=O)(=O)N(C)C)c2)c2ccccc2c1=O	3	-3	-6	3	-16	-6	-2.4	-3	5	2	8
CC[C@@H](NS(=O)(=O)c1ccc(C)cc1)C(=O)Oc1ccc2c3c(c(=O)oc2c1)CCC3	6	12	0	-2	-1	8	-2.0	6	10	-2	5
CCCOc1ccc(C(=O)C(c2ccccc2)N2CCOCC2)cc1 (stereo not given)	3	4	7	-15	1	2	-1.3	7	16	-5	13
O=C(NC1CCCC1)c1cccc(NC(=O)c2ccco2)c1	3	2	-2	0	-7	-31	1.8	2	-4	-14	-16
CCOC(=O)C/C(C)=N\Nc1nc(-c2ccccc2)cs1	-9	-8	-32	-14	-6	-22	3.7	-6	11	-6	-48
C#CCOCCOCCOCCNc1nc(N2CCN(C(=O)C([C@@H](C)CC)n3cc(C(N)CO)nn3)CC2)nc(N2CCN(C(=O)[C@H](CCC(=O)O)n3cc(C(N)CC(C)C)nn3)CC2)n1 (stereo not given in full)	1	.	-8	-16	-1	.	-0.7	3	-14	-10	-2
CCn1cc(/C=C(\NC(=O)c2ccccc2)C(=O)NCCCN2CCOCC2)c2ccccc21	-2	0	9	-1	-1	-11	-2.5	-1	11	4	-16
O=C(Nc1ccccc1-c1ccccc1)c1ccccc1	-2	14	-8	-1	-1	15	2.0	1	-3	8	1
Cc1cc([N+](=O)[O-])nn1CCC(=O)NC1CCCCCC1	4	11	4	1	6	9	-0.5	-1	5	6	-8
O=c1cc(N2CCC3(CC2)OCCO3)[nH]c(=O)n1-c1ccc(Br)cc1	11	13	-9	5	-3	-49	-0.9	0	6	1	11
